Screening data from PubChem.
POLH inh = DNA polymerase eta (human) inhibition; Q9Y253; recombinant Pol eta, fluorescent DNA replication assay; Potency, µM (titrated, usually from 114 µM), for inactives: top-dose activity change, negative = inhibition, most hits filed as inhibitors; hit rate 1.2% among 390,000; note: potency is the fitted concentration of half-maximal effect; % is set by controls: 0 for no effect and ±100 for the full control effect
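Pol eta (10 nM) was preincubated with compounds for 15 min at room temperature, after which fluorescent replication substrate (50 nM final) was added to start the reaction. Fluorescence was read kinetically at 0 and 10 min.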
BLM helicase inh = inhibitors of human Bloom syndrome helicase BLM. Potency, µM (highest dose often 56.1 µM), inactives show at the top dose activity change, negative = inhibition, most hits filed as inhibitors. P54132. hit rate 0.2% among 350,000. recombinant BLM DNA unwinding, fluorescence dequenching;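 note: potency is the fitted concentration of half-maximal effect; plate controls were vehicle for no effect and no enzyme for full effect; nearly all actives have a fitted effect of over 35% in size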
Tb PGK inh = inhibitors of T. brucei phosphoglycerate kinase. Potency, µM (series often up to 57.5 µM), for inactives: top-dose activity change, negative = inhibition, actives largely listed as inhibitors. hit rate 0.043% among 380,000. PGK/GAPDH coupled, Kinase-Glo luminescence, 60 min. AID 602233; note: potency is the fitted concentration of half-maximal effect; % is set by controls: 0 for no effect and ±100 for the full control effect; nearly all actives have a fitted effect of over 60% in size
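Recombinant glycosomal PGK reaction used 1,3-bisphosphoglycerate generated in-well by GAPDH (100nM final) in 100mM TEA pH 7.6, 5mM MgCl2, 0.01% Tween-20. After 60 minutes at room temperature, ATP was read by Kinase-Glo Plus luminescence end-point.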
Anesthetic bind = binds horse apoferritin like a general anesthetic | apoferritin/1-aminoanthracene competitive binding, fluorescence | hit rate 0.074% among 350,000 | P02791 | Potency, µM (titrated, usually from 77.5 µM), inactives show at the top dose activity change, negative = displacement, most hits filed as inhibitors; note: potency is the fitted concentration of half-maximal effect; % is set by controls: 0 for no effect and ±100 for the full control effect; nearly all actives have a fitted effect of over 20% in size
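In PBS, apoferritin at 10 uM is loaded with 1-AMA from a 50% saturated solution. After 10 min of compound exposure at ambient temperature, reduced 535 nm fluorescence indicates probe displacement.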
APE1 inh = blocks human APE1 abasic DNA cleavage | AID 2517 | recombinant APE1, TAMRA/BHQ-2 abasic DNA cleavage fluorescence | hit rate 0.35% among 350,000 | Potency, µM (top dose mostly 65.8 µM), without a hit: at the highest dose activity change, negative = inhibition, hits mostly inhibitors;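 note: potency is the fitted concentration of half-maximal effect; plate controls were vehicle for no effect and reference inhibitor for full effect; nearly all actives have a fitted effect of over 55% in size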
Target sequence (P27695 whole entry, looked up): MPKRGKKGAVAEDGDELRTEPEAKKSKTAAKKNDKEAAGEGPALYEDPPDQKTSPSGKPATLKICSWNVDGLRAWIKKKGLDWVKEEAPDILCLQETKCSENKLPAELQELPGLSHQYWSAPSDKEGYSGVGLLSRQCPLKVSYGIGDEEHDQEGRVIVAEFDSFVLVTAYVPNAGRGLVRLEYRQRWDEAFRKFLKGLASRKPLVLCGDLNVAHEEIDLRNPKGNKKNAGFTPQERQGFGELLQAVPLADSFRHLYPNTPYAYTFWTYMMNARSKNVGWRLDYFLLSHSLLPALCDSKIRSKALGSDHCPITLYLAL
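Endonuclease cleavage of a quenched abasic-site DNA duplex (50 nM) by APE1 (0.75 nM) was tracked by TAMRA dequenching. Compounds were preincubated with enzyme 15 min at room temperature; data normalized to buffer-only and DMSO wells plus NSC13755 control.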
POLK inh = blocks human DNA polymerase kappa activity; Q9UBT6; purified Pol kappa, fluorescent DNA synthesis assay, 10 min; Potency, µM (series often up to 107 µM), for inactives: top-dose activity, negative = inhibition, usual class: inhibitors; hit rate 0.53% among 400,000; AID 588579; note: potency is the fitted concentration of half-maximal effect; % is set by controls: 0 for no effect and ±100 for the full control effect
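50 nM final substrate added after 15 min RT preincubation of 10 nM Pol kappa with compound; fluorescence read at 0 and 10 min.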
POLB inh = DNA polymerase beta (human) inhibition; P06746; Potency, µM (titrated, usually from 114 µM), for inactives: at the highest dose activity change, negative = inhibition, usual class: inhibitors; Pol beta primer extension/strand displacement, fluorescence kinetic; AID 485314; hit rate 1.3% among 340,000; note: potency is the fitted concentration of half-maximal effect; % is set by controls: 0 for no effect and ±100 for the full control effect
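Homogeneous kinetic assay of primer extension and strand displacement by 10 nM Pol beta, preincubated 15 min at room temperature with compound before 50 nM substrate (final) was added. Read at 0 and 10 min; four-parameter Hill fit.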
POLI inh = inhibitors of human DNA polymerase iota; hit rate 1% among 390,000; Potency, µM (series often up to 115 µM), for the others: at the highest dose activity, negative = inhibition, usual class: inhibitors; Pol iota fluorescent replication assay, 10 min; note: potency is the fitted concentration of half-maximal effect
Target sequence (Q9UNA4 whole entry, looked up): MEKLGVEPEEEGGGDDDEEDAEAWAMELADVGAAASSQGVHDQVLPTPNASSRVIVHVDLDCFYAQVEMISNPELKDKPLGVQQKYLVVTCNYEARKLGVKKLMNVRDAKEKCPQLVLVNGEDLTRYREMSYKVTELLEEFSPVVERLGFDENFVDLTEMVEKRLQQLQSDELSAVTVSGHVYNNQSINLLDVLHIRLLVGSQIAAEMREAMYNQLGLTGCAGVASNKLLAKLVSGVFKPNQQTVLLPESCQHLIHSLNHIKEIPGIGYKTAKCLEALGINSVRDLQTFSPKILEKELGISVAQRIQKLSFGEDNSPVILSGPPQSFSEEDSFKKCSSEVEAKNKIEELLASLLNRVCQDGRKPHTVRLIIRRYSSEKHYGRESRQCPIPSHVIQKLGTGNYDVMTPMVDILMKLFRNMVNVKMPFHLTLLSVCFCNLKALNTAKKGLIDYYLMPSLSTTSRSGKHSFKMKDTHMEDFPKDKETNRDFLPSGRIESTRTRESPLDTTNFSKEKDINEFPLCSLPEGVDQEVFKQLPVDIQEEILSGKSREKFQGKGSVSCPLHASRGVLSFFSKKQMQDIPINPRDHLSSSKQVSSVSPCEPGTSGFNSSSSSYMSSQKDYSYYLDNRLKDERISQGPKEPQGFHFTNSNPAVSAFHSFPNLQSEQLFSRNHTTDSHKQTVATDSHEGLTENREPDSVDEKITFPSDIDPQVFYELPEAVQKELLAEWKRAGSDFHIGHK
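Pol iota at 10 nM preincubated 15 min with compounds at room temperature; reaction started with fluorescent substrate, 50 nM final. Fluorescence read kinetically at 0 and 10 min; buffer-only wells as negative control.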
RXFP1 antag = blocks the human relaxin receptor RXFP1 | HEK293-RXFP1, relaxin-stimulated cAMP HTRF, 30 min; active compounds read low | activity change, negative = inhibition, % at 57.5 µM | hit rate 0.59% among 350,000;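 active = activity change of -60% or lower, but not beyond a set lower limit; inconclusive = change between -60% and -40%, or beyond the set limit; inactive = change above -40%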; note: % is set by controls: 0 for no effect and ±100 for the full control effect
* = called active by the depositor; i = inactive; ? = inconclusive; . = not tested or not shown; [ ] = dose if it differs, or a comment. Unless noted, calls come from the whole dose curve; as a rule, active = well fitted curve in the direction sought with a large enough effect; inconclusive = small, poorly fitted or top-dose-only effect, or another doubt; inactive = no such curve, though single readings can be large; an effect the other way counts as inactive or inconclusive. Some of the compounds tested (hit frequency here may not be typical).

Molecule	POLH inh	BLM helicase inh	Tb PGK inh	Anesthetic bind	APE1 inh	POLK inh	POLB inh	POLI inh	RXFP1 antag
CN(C(=O)c1cc2nc(-c3ccc4c(c3)OCO4)cc(C(F)(F)F)n2n1)c1ccc(OC(F)(F)F)cc1	2%	-3%	-7%	-9%	.	-8%	13%	-7%	.
CCCn1c(CCC(=O)O)ccc1-c1ccc(OC)cc1	?	-11%	0%	35%[activator]	3%	-4%[60.1 µM]	25µM*	6%	-13
CC(C)C(C(=O)Nc1ccc(S(N)(=O)=O)cc1)N1C(=O)c2ccccc2C1=O (stereo not given)	-17%	-1%	4%	-9%	11%	-4%	28%	122%[activator]	-7
O=C(N/N=C/c1ccc(O)c(O)c1)C1c2ccccc2Oc2ccccc21	?	-20%	-1%	-10%	-4%	-25%	7.1µM*	?	-18
COc1ccc(N2CCN(S(=O)(=O)CCNC(=O)c3ccc4c(c3)OCO4)CC2)cc1	-9%	.	-10%	.	6%	-21%	.	80%[activator]	-4
CC(Oc1ccc(Br)cc1)C(=O)NC1CCCCCC1 (stereo not given)	1%	.	-4%	.	1%	-8%	.	-3%	-10
Cc1cccc(C(=O)NC(=S)NNC(=O)Cc2ccccc2)c1	-14%	4%	-5%	-15%	-4%	-12%	19%	70%[activator]	-6
Cc1ccc(C(=O)Nc2nnc(COc3ccccc3)s2)cc1	-9%	-4%	-9%	-7%	7%	-32%	13%	?	4
CCOC(=O)C1=C(C)Nc2ccccc2S1	-15%	-1%	0%	-15%	4%	4%	30%	2%	-8
CCOC(=O)c1ccc(NC(=O)CN2C(=O)c3cccnc3Sc3ccccc32)cc1	-7%	-5%	-5%	-15%	.	-12%	-1%	-3%	-27
COc1cccc(CN2CCCC(C(=O)N3CCCCC3)C2)c1OC (stereo not given)	1%	0%	-3%	-7%	0%	-7%	0%	.	-13
COC(=O)c1ccc(CSc2cc(C)c3cc(C)cc(C)c3n2)o1	-15%	-5%	-5%	-5%	3%	-3%	14%	-20%	-5
COc1cc(/C=C2\SC(c3ccc(C)cc3)=NC2=O)cc(OC)c1O	-32%	-11%	-30%	-5%	-2%	-6%	-7%	?	-22
COC(=O)c1cc(S(=O)(=O)Nc2ccc(C)cn2)c[nH]1	0%	-1%	-6%	4%	38%	-5%	-1%	-18%	-4
Cc1ccc(C)c(N2C(=O)c3ccc(C(=O)OCC(=O)c4c(N)n(C)c(=O)n(C)c4=O)cc3C2=O)c1	?	0%	-1%	-13%	3%	0%	-4%	27%	6
Cc1ccc(-n2c(=O)[nH]c3cc(C(=O)NC4CCN(Cc5ccccc5)CC4)ccc3c2=O)cc1	-10%	0%	-3%	-14%	0%	-1%	9%	13%	2
CCOc1ccc(CCNC(=O)c2cnc3c(-c4ccc(F)cc4)c(C)nn3c2C)cc1OCC	5%	0%	-4%	2%	.	3%	0%	-10%	-37
COc1ccc(S(=O)(=O)N2CCOCC2)cc1NC(=O)COc1ccc2c(C)cc(=O)oc2c1	-3%	.	i	.	29%	1%	.	0%	5
Cc1ccc(S(=O)(=O)N(C)CC(=O)Nc2ccncc2)cc1	-14%	-2%	-8%	3%	9%	4%	-11%	-1%	-5
CC(=O)NC(CC(C)C)C(=O)O (stereo not given)	-19%	.	-9%	.	.	-3%	.	24%	.
O=S(=O)(NCC(c1ccc2c(c1)OCO2)N1CCOCC1)c1ccc(Br)cc1 (stereo not given)	-16%	.	-9%	.	0%	9%	.	-3%	15
CC1=C(C#N)C(c2ccccc2)C2=C(N1)c1ccccc1C2=O (stereo not given)	-24%	-3%	-4%	-16%	0%	-26%	0%	30%[activator]	-1
Cc1ccc(CNC(=O)Cn2c(-c3cccs3)cc3cc(Cl)ccc32)cc1	-20%	2%	-8%	-4%	.	0%	1%	19%	3
S=C(Nc1ccc(Cl)cc1Cl)N1CCCC1	0%	-9%	1%	-4%	5%	0%	6%	-6%	-4
CCc1ccc(Nc2n[n+](-c3ccccc3)c(-c3cc(OC)c(OC)cc3Br)s2)cc1	-3%	-9%	1%	-6%	10%	-5%	17%	?	.
O=C(CCN1C(=O)C2CC=CCC2C1=O)N1CCN(c2ccccn2)CC1 (stereo not given)	-1%	-4%	-1%	-1%	4%	-9%	2%	-7%	4
COc1ccc(CN2CCN(CCCc3ccccc3)C(CCO)C2)c(O)c1 (stereo not given)	-14%	-11%	-4%	-7%	5%	4%	29%	13%	-6
Cc1nc(-c2ccc(Cl)cc2)sc1C1(C)CC(c2cccc([N+](=O)[O-])c2)=NO1 (stereo not given)	-20%	-4%	7%	-7%	-1%	-2%	0%	30%	.
COC(C(=O)Nc1ccnn1C1CCN(C(=O)c2ccc(C=O)cc2)CC1)c1ccccc1 (stereo not given)	9%	2%	6%	-11%	-20%	-12%	3%	7%	6
COc1ccc(CCN2CC(C(=O)NCC(=O)Nc3ccc(F)c(F)c3)CC2=O)cc1OC (stereo not given)	6%	.	-1%	.	3%	-15%	.	50%[activator]	-2
COc1cccc(OCc2nnc(SCC(=O)N3c4ccccc4Sc4ccc(Cl)cc43)o2)c1	-16%	-4%	-1%	1%	-2%	4%	6%	16%	-9
CC(=O)CCc1ccc(OCCCCN2CCC(Cc3ccccc3)CC2)cc1	-23%	0%	-6%	-10%	17%	0%	11%	115%[activator]	-4
COc1ccc(NC(=S)N(CCC(C)C)C2CCN(C(C)C)CC2)cc1	-3%	-5%	-5%	-6%	13%	14%	0%	16%	-7
COc1ccc(NC(=O)c2cccc(N3C(=O)C4C5C=CC(C5)C4C3=O)c2)cc1Cl (stereo not given)	-7%	-4%	0%	-10%	-19%	5%	-3%	42%[activator]	0
CCCOc1ccc(/C(O)=C2\C(=O)C(=O)N(CCCN(C)C)C23C(=O)N(C)c2ccccc23)cc1 (stereo not given)	.	1%	.	-10%	5%	.	1%	.	.
CCC(C)NC(=O)CSc1nnc(-c2ccc(C(C)(C)C)cc2)n1C (stereo not given)	-9%	-8%	-8%[11.5 µM]	-8%	2%	-10%	11%	-4%	-2
Cn1c(=O)oc2cc(S(=O)(=O)NCCC(=O)N3CCc4ccccc43)ccc21	-12%	-4%	i	-10%	0%	-7%	4%	13%	-5
CC(C(=O)NCc1ccccc1)n1ccc2cc(S(=O)(=O)N3CCCC3)ccc21 (stereo not given)	-11%	-3%	i	-3%	.	-15%	3%	14%	1
Cc1noc(C)c1COC(=O)c1cnc(Cl)c(Cl)c1	-1%	-9%	7%	-8%	?	1%	7%	69%[activator]	-7
O=C(Nc1ccc(C(F)(F)F)cc1)c1cnc(N2CCN(c3ccccn3)CC2)c2ccccc12	-14%	-6%	-5%	-1%	-1%	-2%	1%	80%[activator]	-6

2 entries from above, as labelled records.
CC(=O)CCc1ccc(OCCCCN2CCC(Cc3ccccc3)CC2)cc1
  POLH inh: -23%
  BLM helicase inh: 0%
  Tb PGK inh: -6%
  Anesthetic bind: -10%
  APE1 inh: 17%
  POLK inh: 0%
  POLB inh: 11%
  POLI inh: 115%[activator]
  RXFP1 antag: -4

COc1ccc(NC(=S)N(CCC(C)C)C2CCN(C(C)C)CC2)cc1
  POLH inh: -3%
  BLM helicase inh: -5%
  Tb PGK inh: -5%
  Anesthetic bind: -6%
  APE1 inh: 13%
  POLK inh: 14%
  POLB inh: 0%
  POLI inh: 16%
  RXFP1 antag: -7

(further entries)
Molecule	POLH inh	BLM helicase inh	Tb PGK inh	Anesthetic bind	APE1 inh	POLK inh	POLB inh	POLI inh	RXFP1 antag
COc1ccc(NC(=O)CSC2=Nc3ccccc3C3=NC(CC(=O)NCc4ccc(F)cc4)C(=O)N23)cc1 (stereo not given)	16%	3%	-4%	-13%	.	-5%[60.1 µM]	4%	-9%	-29
S=C(Nc1ccc(Br)cc1)NC1CCN(Cc2ccccc2)CC1	-22%	-7%	-14%	-12%	2%	-12%	-3%	49%[activator]	-12
Cc1ccc(NC(=O)CN(C)C(=O)c2cc3c(s2)CCCCC3)cc1	1%	.	i	.	24%	2%	.	24%	-2
Cc1cc(NC(=O)CN2CCC(O)(c3cccc(F)c3)CC2)no1	-12%	0%	-4%	1%	2%	-17%	18%	28%	9
COc1ccc(-n2nc3ccccc3n2)cc1	-3%	-1%	-2%	-19%	3%	-17%	1%	11%	12
COC(=O)c1ccccc1N=Nc1c(C)noc1C	-23%	1%	-2%	0%	1%	-4%	35%	7%	-16
COc1ccc(-c2nnc(CSc3nnc(-c4ccncc4)n3C3CCCCC3)o2)cc1OC	-2%	2%	-6%	1%	-2%	-16%	7%	12%	19
CCc1ccccc1NC(=O)CSc1nc2[nH]c(=O)cc(O)c2s1	9%	-3%	0%	7%	81%[activator]	-16%	-5%	?	-1
CNc1c(C(=O)O)ccc2c1C(=O)c1ccccc1C2=O	?	-6%	-29%	-3%	?	-21%	28%	4%	-27
Cc1ccc(C)c(NS(=O)(=O)c2csc(C(N)=O)c2)c1	-8%	-5%	-5%	-5%	-15%	-5%	53%	-8%	4
Cc1ccccc1NC(=O)Cn1nc(C)n2cccc2c1=O	-22%	-3%	-4%	-8%	23%	-16%	0%	1%	-5
CCCOC(=O)CCNc1n[nH]c(=O)[nH]c1=O	-23%	0%	-1%	-3%	-8%	-9%	1%	13%	-2
O=C(/C=C/c1ccccc1[N+](=O)[O-])NNC(=O)c1ccncc1	-1%	.	0%	.	-5%	-12%	.	-3%	8
Cc1ccc2nc(SCC(=O)Nc3cccc(S(=O)(=O)N(C)C)c3)[nH]c2c1	-15%	4%	i	-15%	-2%	-8%	-10%	3%	-14
CCOc1ccc(S(=O)(=O)N2Cc3ccccc3CC2C(=O)O)cc1 (stereo not given)	16%	0%	i	-2%	8%	5%	0%	31%	-12
Cc1ccc(S(=O)(=O)/N=C(/c2ccc(F)cc2)N2CCOCC2)cc1	-18%	-4%	-3%	-1%	22%	-7%	-7%	12%	-7
C=CCOc1ccccc1CN1CCC(Cc2ccccc2)CC1	-22%	-10%	-6%	-7%	7%	-11%	7%	125%[activator]	-28
CC1(C)Cc2nc(Cl)c(C(N)=O)cc2CO1	-5%	0%	-9%	6%	-5%	3%	30%	32%[activator]	-3
